PI5P4K alpha inh = blocks human PI5P4K alpha kinase activity. AID 652105. max response, %. P48426. PI5P4Kalpha enzyme, ADP-Glo luminescence, 60 min; stronger effect = lower value. actives 1.2% (n = 330,000); active means max response of -50% or lower; inconclusive means between -30% and -50%; inactive means -30% or higher; further: value at the top dose of about 77 µM; on the % scale 0 is the no-effect control and ±100 the full control effect
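qHTS, 1536-well: enzyme/substrate mix, compound by pin tool, 5 microM ATP final; RT 60 min; ADP-Glo reagents 1 (45 min) then 2 (30 min); luminescence.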
WRN inhibitor = WRN helicase (human) inhibition | Q14191 | WRN helicase unwinding, fluorescent forked duplex, kinetic | Potency, µM (titrated, usually from 114 µM), inactives show at the highest dose activity change, negative = inhibition, hits mostly inhibitors | actives 0.46% (n = 360,000); further: potency means the concentration at half of the fitted maximal effect; on the % scale 0 is the no-effect control and ±100 the full control effect; nearly all actives have a fitted effect of over 55% in size
Target sequence (Q14191 whole entry, looked up): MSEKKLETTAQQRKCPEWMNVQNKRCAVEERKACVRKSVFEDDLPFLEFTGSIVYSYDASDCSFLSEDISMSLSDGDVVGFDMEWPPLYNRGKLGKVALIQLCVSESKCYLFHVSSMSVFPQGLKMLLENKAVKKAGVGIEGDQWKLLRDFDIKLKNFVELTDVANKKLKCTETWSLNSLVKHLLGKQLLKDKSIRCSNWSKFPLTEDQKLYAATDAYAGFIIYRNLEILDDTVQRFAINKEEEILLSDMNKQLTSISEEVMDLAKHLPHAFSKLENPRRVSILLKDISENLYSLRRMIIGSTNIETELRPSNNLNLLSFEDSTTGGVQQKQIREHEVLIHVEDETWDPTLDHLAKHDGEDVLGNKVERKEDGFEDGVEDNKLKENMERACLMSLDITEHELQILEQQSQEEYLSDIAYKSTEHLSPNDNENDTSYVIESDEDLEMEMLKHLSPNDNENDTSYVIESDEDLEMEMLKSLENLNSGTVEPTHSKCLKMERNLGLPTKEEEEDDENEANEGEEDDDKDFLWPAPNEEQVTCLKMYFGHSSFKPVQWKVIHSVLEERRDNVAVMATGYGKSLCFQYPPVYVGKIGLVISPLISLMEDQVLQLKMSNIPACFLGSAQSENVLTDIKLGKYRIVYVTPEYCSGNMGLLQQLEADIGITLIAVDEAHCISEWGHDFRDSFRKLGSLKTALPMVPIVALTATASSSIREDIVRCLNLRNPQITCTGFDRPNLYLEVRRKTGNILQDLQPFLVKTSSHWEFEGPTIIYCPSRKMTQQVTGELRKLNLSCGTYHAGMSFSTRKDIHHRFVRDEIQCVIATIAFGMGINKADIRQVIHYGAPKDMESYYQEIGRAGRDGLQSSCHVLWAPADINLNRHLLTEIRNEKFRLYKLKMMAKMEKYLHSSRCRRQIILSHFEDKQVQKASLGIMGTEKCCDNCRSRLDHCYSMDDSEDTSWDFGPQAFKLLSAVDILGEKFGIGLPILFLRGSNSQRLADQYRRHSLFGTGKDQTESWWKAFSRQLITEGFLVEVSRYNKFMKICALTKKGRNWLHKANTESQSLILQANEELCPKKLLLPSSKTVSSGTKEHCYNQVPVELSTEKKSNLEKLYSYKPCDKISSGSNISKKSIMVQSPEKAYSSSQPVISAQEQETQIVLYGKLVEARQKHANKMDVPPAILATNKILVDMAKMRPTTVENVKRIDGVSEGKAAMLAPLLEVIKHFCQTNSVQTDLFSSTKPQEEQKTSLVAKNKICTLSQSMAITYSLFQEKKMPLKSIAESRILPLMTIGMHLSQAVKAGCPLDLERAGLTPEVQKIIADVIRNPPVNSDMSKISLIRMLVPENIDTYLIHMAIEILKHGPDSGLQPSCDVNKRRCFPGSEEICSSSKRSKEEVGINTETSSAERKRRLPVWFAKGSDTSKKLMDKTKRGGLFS
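Kinetic red-fluorescence monitoring (525/598 nm) tracks WRN helicase activity after 100 nM fluorophore-quencher forked duplex and 2 mM ATP are added to 20 nM enzyme pretreated 15 min at room temperature with compound.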
IL-2 act = activators of IL-2. IL-2 activation reporter assay, cell-based qHTS; stimulated with anti-CD3/CD4/CD28 beads; in transgenic mouse T cells. activation, % (series mostly up to about 46 µM). actives 0.065% (n = 360,000). AID 652025; in the data active means activation above about 50%; inconclusive means mostly about 30% to 49%; further: 0% is about no effect
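Unstimulated transgenic mouse T cells preincubated 60 min with compound, then stimulated with anti-CD3/anti-CD4-coated beads plus anti-CD28 for 18 h at 37 degrees C. IL-2 response read as EGFP and DsRed fluorescence by plate cytometry.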
PLK1 PBD inh = blocks phosphopeptide binding to human PLK1 polo-box domain. P53350. Plk1 PBD binding of FITC phosphopeptide, fluorescence polarization. Potency, µM, inactives show max response, negative = inhibition, actives largely listed as inhibitors. actives 2.8% (n = 360,000). AID 720504; further: potency means the concentration at half of the fitted maximal effect; series mostly up to about 57 µM; on the % scale 0 is the no-effect control and ±100 the full control effect; nearly all actives have a fitted effect of over 65% in size
FUS yeast rescue = rescues growth of FUS-expressing yeast; S. cerevisiae FUS-expressing, growth rescue, OD600, 24 h; Potency, µM (series often up to 76.6 µM), for inactives: top-dose growth rescue (activation), hits mostly activators; actives 0.24% (n = 390,000); AID 1347120;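 further: potency means the concentration at half of the fitted maximal effect; plate controls were DMSO vehicle for no effect and reference control for full effect; nearly all actives have a fitted effect of over 55% in size; some results filed as inactive show a strong effect at the top dose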
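Compound concentration series was pinned onto galactose-induced FUS-expressing yeast seeded at OD 0.005. Plates sat 24hr at 30C; absorbance at 600 nm gave growth. DMSO served as background control.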
Abeta rescue = compounds reversing amyloid beta toxicity in yeast. yeast expressing A-beta42, growth rescue, OD600, 48 h; response scale: 0% DMSO, 100% iron-clioquinol control. Potency, µM (series often up to 46.1 µM), inactives show at the highest dose growth rescue, usual class: activators. actives 0.063% (n = 410,000). AID 1347071; further: potency means the concentration at half of the fitted maximal effect; nearly all actives have a fitted effect of over 55% in size
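Growth rescue measured by 600 nm absorbance after 48 h yeast culture at 30 C with compound. Values normalized between DMSO and an equimolar ferric chloride plus clioquinol control.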
EPAC1 antag = EPAC1 (human) antagonism; actives 0.14% (n = 360,000); Potency, µM (doses to about 115 µM), inactives show at the highest dose activity change, negative = inhibition, usual class: inhibitors; AID 720709; EPAC1 GEF assay, Rap1b-BODIPY-GDP exchange fluorescence;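 further: potency means the concentration at half of the fitted maximal effect; plate controls were vehicle for no effect and positive control for full effect; nearly all actives have a fitted effect of over 50% in size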
aSyn yeast inh = inhibitors of alpha-synuclein toxicity in yeast; AID 652106; actives 0.14% (n = 370,000); Potency, µM (top dose mostly 46.1 µM), without a hit: at the top dose growth rescue (activation), hits mostly activators; Yeast expressing alpha-synuclein, growth rescue, BacTiter-Glo, 24 h; further: potency means the concentration at half of the fitted maximal effect; % of control where 0% means no effect; nearly all actives have a fitted effect of over 65% in size
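Rescue of yeast growth: cells expressing toxic alpha-synuclein, induced in galactose at OD600 0.02, incubated with compound 24 h at 30 C. ATP luminescence quantified growth; inhibitors of toxicity appear as activators.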
EPAC1 agonist = activates human EPAC1 exchange factor; Potency, µM (doses to about 154 µM), inactives show top-dose activation, actives largely listed as activators; O95398; EPAC1 agonist qHTS, biochemical assay; response scale: 100% = response to 6.5 mM cAMP; actives 0.073% (n = 360,000); further: potency means the concentration at half of the fitted maximal effect; nearly all actives have a fitted effect of over 60% in size
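Normalized to 6.5 mM cAMP, activity reflects EPAC1-catalysed release of BODIPY-GDP from Rap1B, followed kinetically over 30 min at 480 nm excitation, 540 nm emission. Reaction contained 100 nM EPAC1, 250 nM Rap1B-BODIPY-GDP, 50 uM GDP.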
* = called active by the depositor; ? = inconclusive; . = no result given; & = joins results of further samples; [ ] = another dose, or the depositor's remark. Unless noted, the call rests on the fitted dose curve; in most records, active means well fitted curve in the direction sought with a large enough effect; inconclusive means small, poorly fitted or top-dose-only effect, or another doubt; inactive means no such curve, though single readings can be large; an effect the other way counts as inactive or inconclusive. The order is random (roughly 4.1% active in at least one column).

Molecule,PI5P4K alpha inh,WRN inhibitor,IL-2 act,PLK1 PBD inh,FUS yeast rescue,Abeta rescue,EPAC1 antag,aSyn yeast inh,EPAC1 agonist
Cc1cc(NC(=O)COC(=O)CCS(=O)(=O)c2ccc(C)c(C)c2)no1,-5,-3%,1.5,1%,7%,-11%,8%,-1%,-3%
Cn1c(NCCN2CCCC2)nc2cc(-c3cccc(C(F)(F)F)c3)sc2c1=O,23,7%,2.2,-4%,25%,-8%,-13%,2%,-11%
CC(C)(C(=O)c1ccccc1)/[N+]([O-])=C/c1ccc(F)cc1,.,1%,-0.8,-1%,10%,-11%,18%,4%,-1%
Cc1cccc(N)c1-c1c(C)cccc1N,2,8%[57.1 µM],-2.0,2%,8%,-8%,3%,9%,4%
Cn1c(CSc2ncn[nH]2)nc2ccccc21,0,4%,1.1,-12%,-17%,5%,10%,-2%,3%
CC(=O)c1cc(C(C)=O)c(C)nc1C,-6,2%,2.8,-6%,-10%,-16%,17%,0%,-3%
Cc1ccc2nc3ccc(N4CCCCCCC4)nn3c(=O)c2c1,0,-17%,-1.2,-3%,11%,-1%,9%,-10%,-7%
COCc1nnc(NC(=O)C2CC(=O)N(c3ccc(C)c(Cl)c3)C2)s1 (stereo not given),-19,-6%,-3.6,?,4%,4%,8%,1%,4%
Nc1nnc(SCC(=O)Nc2cc(C(F)(F)F)ccc2N2CCOCC2)s1,.,3%,-1.8,-13%,24%,2%,-13%,8%,9%
CCN(CC)C1=CC(=[N+]2CCCC2)CC(C)(C)C1,-9,7%,-0.5,-7%,-4%,0%,6%,-7%,10%
Cc1c(-c2ccc(OCCN3CCOCC3)cc2)c(=O)oc2ccc3ccccc3c12,5,5%,0.1,0%,-22%,-7%,-2%,4%,2%
CCOc1ccc2nc(NC(=O)C34CC5CC(CC(NC(C)=O)(C5)C3)C4)sc2c1,-5,-10%,-0.9,-4%,34%,31%,-2%,3%,-6%
COCCNC(=S)NC(=O)c1ccc(C(C)(C)C)cc1,6,-8%,0.6,-2%,7%,.,-15%,5%,6%
COc1cc2ncnc(NCc3ccccc3C)c2cc1OC,-8,-1%,0.0,1%,3%,13%,1%,-6%,11%
CCOC(=O)c1cc2c(=O)[nH]ccc2nc1C(F)(F)F,-6,1%,1.1,-6%,-13%,-23%,-7%,0%,-5%

(more compounds)
Molecule,PI5P4K alpha inh,WRN inhibitor,IL-2 act,PLK1 PBD inh,FUS yeast rescue,Abeta rescue,EPAC1 antag,aSyn yeast inh,EPAC1 agonist
CN(Cc1nc(-c2ccccc2)no1)C(=O)c1ccco1,2,2%,1.1,-13%,14%,-6%,-2%,-6%,9%
Cc1ccc2nc(SCC(=O)N(CC(C)C)c3c(N)n(Cc4ccccc4)c(=O)[nH]c3=O)[nH]c2c1,-3,-5%,-3.6,-1%,4%,-2%,-17%,5%,-8%
Cn1c(CC(=O)Nc2ccc(Cl)cc2)nnc1SCC(=O)N1CCOCC1,-9,-16%,0.8,4%,.,7%,2%,0%,-3%
CCOC(=O)c1ccc(N=C2SC(C(=O)Nc3ccc(C(=O)O)cc3)CC(=O)N2Cc2cccs2)cc1 (stereo not given),-3,-3%,-1.5,?,1%,-7%,-5%,4%,-2%
CSc1ccc2c(c1)C(N1CCN(C)CC1)Cc1ccccc1S2 (stereo not given),26&-16,-3%&-7%,-0.7&-2.7,-20%&-2%,2%&-4%,-13%&8%,-9%&-2%,-3%&-5%&-1%,1%&5%
CC(=O)NCCc1nc2cc(NC(=O)c3ccccc3C)ccc2n1C,-5,12%,-0.2,-9%,-37%,9%,-11%,1%,-3%
CN(C(=O)CSc1nncn1-c1ccccc1)c1ccccc1,-4,-3%,1.6,6%,8%,11%,2%,3%,-1%
COc1ccc(S(=O)(=O)N(C)CC(=O)NC2CCCC2)cc1Cl,5,0%,0.7,-1%,-32%,3%,1%,-5%,-7%
CCOC(=O)c1cc2c(ccn2C)n1Cc1cc(C)ccc1C,.,3%,2.4,-4%,29%,8%,-10%,-15%,2%
O=C(NC(=S)Nc1ccc(S(=O)(=O)Nc2nccs2)cc1)c1ccc(F)cc1,-15,-11%,-0.3,-20%,.,-1%,-8%,-10%,11%
COc1ccc(C2C3=C(CC(C)(C)CC3=O)Oc3ncn(CC(C)C)c(=N)c32)cc1 (stereo not given),-3,-2%,0.0,-3%,38%,-6%,3%,9%,0%
CCc1ccc(OCC(=O)N2CCN(c3ccccn3)CC2)c(Br)c1,16,-24%,-5.0,-10%,.,0%,-8%,9%,19%
O=C(O)CSc1nnc(-c2cccc(S(=O)(=O)N3CCOCC3)c2)n1-c1cccc(Cl)c1,6,-4%,1.4,2%,-2%,-2%,2%,3%,8%
CC1CC(=O)C2=C(C1)Nc1ccccc1SC2c1ccc(F)cc1 (stereo not given),-1,2%,-2.2,3%,5%,-17%,7%,-8%,-4%
O=C(CN1CCN(c2ccccc2O)CC1)Nc1cc(S(=O)(=O)N2CCCC2)ccc1Cl,-10,-5%,-0.9,-18%,32%,19%,-13%,5%,6%

Just aSyn yeast inh, PI5P4K alpha inh and FUS yeast rescue, for some of the entries so far:
| SMILES | aSyn yeast inh | PI5P4K alpha inh | FUS yeast rescue |
| --- | --- | --- | --- |
| Cc1ccc2nc(SCC(=O)N(CC(C)C)c3c(N)n(Cc4ccccc4)c(=O)[nH]c3=O)[nH]c2c1 | 5% | -3 | 4% |
| O=C(O)CSc1nnc(-c2cccc(S(=O)(=O)N3CCOCC3)c2)n1-c1cccc(Cl)c1 | 3% | 6 | -2% |
| CSc1ccc2c(c1)C(N1CCN(C)CC1)Cc1ccccc1S2 (stereo not given) | -3%&-5%&-1% | 26&-16 | 2%&-4% |

(next part)
Molecule,PI5P4K alpha inh,WRN inhibitor,IL-2 act,PLK1 PBD inh,FUS yeast rescue,Abeta rescue,EPAC1 antag,aSyn yeast inh,EPAC1 agonist
COc1ccc(CCNC(=O)C(=O)NCC2OCCN2S(=O)(=O)c2ccccc2)cc1 (stereo not given),-18,8%,-2.4,1%,20%,-10%,13%,-3%,-10%
CN(C(=O)COc1ncnc2ccc(Br)cc12)C1CCCCC1,9,-5%,-1.3,-2%,-3%,6%,3%,4%,7%
CCCC(c1nnnn1C(C)(C)CC)N1CCN(C(=O)c2ccco2)CC1 (stereo not given),-2,3%,1.8,-7%,14%,-7%,25%,15%,6%
Cc1nn(Cc2ccc(C(=O)N3N=C(C(F)F)CC3(O)C(F)F)o2)c(C)c1[N+](=O)[O-] (stereo not given),3,-10%,-0.5,-1%,.,17%,-1%,8%,-7%
Cc1ccc(S(=O)(=O)N2C[C@H]3C(=O)C[C@@H](c4ccc(Cl)cc4)N(S(=O)(=O)c4ccccc4C)[C@H]3C[C@H]2c2ccccc2)cc1,-2,-3%,-0.9,-5%,18%,6%,12%,-1%,-2%
CC(=O)c1ccc(-n2ccc(=O)cc2)cc1,0,-5%,-0.9,-4%,-27%,6%,-2%,1%,6%
CC(NC(=O)Nn1cnnc1)(C(F)(F)F)C(F)(F)F,.,4%,1.0,1%,-9%,-2%,-4%,-4%,6%
CCN(CC)c1ccc(C(=O)n2cnc3ccccc32)cc1,1,-15%,-5.7,-3%,.,1%,-20%,20%,-2%
CCOc1ccc(NC(=S)NC(=O)/C=C/c2ccc(C)cc2)c([N+](=O)[O-])c1,-22,-2%,0.0,-8%,.,-2%,-24%,-10%,-6%
Cc1ccc(S(=O)(=O)c2cnc(-c3ccccc3)nc2N2CCCCC2)cc1,2,-4%,0.4,-3%,-3%,-2%,-15%,19%,-3%
Nc1nc(-c2ccc3c(c2)CCCC3)c(CC(=O)O)s1,3,-7%,1.6,-26%,24%,-15%,-3%,9%,5%
NNC(=O)c1cccc(COc2cccc(Br)c2)c1,.,-5%,3.8,-17%,39%,-1%,-8%,-7%,15%
O=S(=O)(O)c1cc(OS(=O)(=O)c2ccccc2)cc2ccccc12,3,-5%,-0.4,-13%,-5%,10%,8%,2%,10%
CN(CC(=O)Nc1ccc(S(N)(=O)=O)cc1)Cc1ccccc1F,-4,3%[57.1 µM],-2.0,-4%,5%,7%,-28%,0%,12%
O=C(CN1C(=O)NC2(CCCC2)C1=O)N1CCN(S(=O)(=O)c2ccccc2F)CC1,-7,-4%,-0.5,5%,15%,-9%,-21%,0%,-6%
Clc1ccc(C=NN2CCCCCC2)cc1,11,-23%,-0.3,-4%,-9%,-11%,-8%,-3%,3%
O=C(CN(Cc1cccs1)C(=O)CSc1nnc(COc2ccccc2)o1)NC1CCCC1,.,-14%[57.1 µM],0.4,-1%,-9%,?,-19%,1%,10%

Four entries from above, field by field.
> CC(NC(=O)Nn1cnnc1)(C(F)(F)F)C(F)(F)F
  PI5P4K alpha inh: .	WRN inhibitor: 4%	IL-2 act: 1.0	PLK1 PBD inh: 1%	FUS yeast rescue: -9%	Abeta rescue: -2%	EPAC1 antag: -4%	aSyn yeast inh: -4%	EPAC1 agonist: 6%

> CCN(CC)c1ccc(C(=O)n2cnc3ccccc32)cc1
  PI5P4K alpha inh: 1	WRN inhibitor: -15%	IL-2 act: -5.7	PLK1 PBD inh: -3%	FUS yeast rescue: .	Abeta rescue: 1%	EPAC1 antag: -20%	aSyn yeast inh: 20%	EPAC1 agonist: -2%

> CCOc1ccc(NC(=S)NC(=O)/C=C/c2ccc(C)cc2)c([N+](=O)[O-])c1
  PI5P4K alpha inh: -22	WRN inhibitor: -2%	IL-2 act: 0.0	PLK1 PBD inh: -8%	FUS yeast rescue: .	Abeta rescue: -2%	EPAC1 antag: -24%	aSyn yeast inh: -10%	EPAC1 agonist: -6%

> Cc1ccc(S(=O)(=O)c2cnc(-c3ccccc3)nc2N2CCCCC2)cc1
  PI5P4K alpha inh: 2	WRN inhibitor: -4%	IL-2 act: 0.4	PLK1 PBD inh: -3%	FUS yeast rescue: -3%	Abeta rescue: -2%	EPAC1 antag: -15%	aSyn yeast inh: 19%	EPAC1 agonist: -3%

From PubChem
